High-throughput results as filed in PubChem.
tim23-1 inh = growth inhibitors of tim23-1 mutant yeast; S. cerevisiae tim23-1 growth, BacTiter-Glo luminescence, 24 h; inhibition, % at 20 µM; actives 1.3% (n = 330,000);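 active = growth inhibition of the mutant yeast at or above 50%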;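 note: temperature-sensitive mutant grown at 25 °C; plate controls were DMSO-treated mutant yeast for no effect and medium wells lacking yeast for full effect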
APJ antag = antagonists of human APJ apelin receptor; CHO-K1 APJ beta-arrestin complementation, luminescence; inhibition, % at 20 µM; actives 0.32% (n = 330,000);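 active = inhibition above about 40% at 20 µM, limit read from the data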;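 note: cells challenged with 10 nM apelin-13 agonist together with compound; plate controls were apelin-13 plus DMSO wells for no effect and DMSO wells lacking apelin-13 for full effect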
Target sequence (P35414 whole entry, looked up): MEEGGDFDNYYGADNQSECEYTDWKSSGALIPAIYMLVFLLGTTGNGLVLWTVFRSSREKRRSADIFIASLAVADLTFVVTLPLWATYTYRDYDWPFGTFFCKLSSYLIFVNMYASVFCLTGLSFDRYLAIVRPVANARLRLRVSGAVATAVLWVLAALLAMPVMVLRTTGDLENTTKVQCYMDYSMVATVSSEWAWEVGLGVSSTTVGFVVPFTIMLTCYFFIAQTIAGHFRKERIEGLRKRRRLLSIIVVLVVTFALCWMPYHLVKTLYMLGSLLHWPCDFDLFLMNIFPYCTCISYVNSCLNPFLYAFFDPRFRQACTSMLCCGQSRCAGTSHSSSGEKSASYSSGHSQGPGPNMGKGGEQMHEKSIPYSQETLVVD
XBP1 UPR activ = activators of adaptive arm of unfolded protein response (XBP1); CHO-XBP1 luciferase reporter, IRE1-XBP1 UPR activation, luminescence; percent of tunicamycin response, DMSO as zero; actives 0.33% (n = 330,000); activation, % at 20 µM;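 active = versus positive control, 20 µM dose yields 30% or more activation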;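 note: 100% = tunicamycin at 10 µg/mL and 0% = DMSO only wells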
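Material: CHO-XBP1 cells stably carrying IRE1-XBP1-driven luciferase reporter | Medium: F12 with 10% serum | Compound dosing: 20 µM single concentration, DMSO 1% | Incubation: Overnight seeding at 37 °C, 6 h compound treatment at 37 °C | Detection: Steady-Glo luminescence read | Read-out basis: % activation of reporter signal versus tunicamycin and DMSO controls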
Mdm2-MdmX inh = inhibitors of human Mdm2/MdmX interaction. O15151+Q00987. inhibition, % at 8 µM. actives 3% (n = 330,000). SaOS-2 split-luciferase Mdm2/MdmX complementation, luminescence. AID 485346;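 active = inhibition of at least 50% at 8 µM in the primary screen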
EBI2 block = EBI2 (human) antagonism | P32249 | EBI2 beta-arrestin recruitment, luminescence, 7a,25-OHC stimulated | inhibition, % at 5 µM | actives 0.81% (n = 360,000) | AID 651636; in the data active = inhibition above about 38%;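 note: enzyme fragment complementation signal reports receptor beta-arrestin coupling in cells; 0% = agonist plus DMSO wells and 100% = wells without agonist; some results beyond the cut were filed as inactive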
Target sequence (P32249 whole entry, looked up, the tested form may be a part): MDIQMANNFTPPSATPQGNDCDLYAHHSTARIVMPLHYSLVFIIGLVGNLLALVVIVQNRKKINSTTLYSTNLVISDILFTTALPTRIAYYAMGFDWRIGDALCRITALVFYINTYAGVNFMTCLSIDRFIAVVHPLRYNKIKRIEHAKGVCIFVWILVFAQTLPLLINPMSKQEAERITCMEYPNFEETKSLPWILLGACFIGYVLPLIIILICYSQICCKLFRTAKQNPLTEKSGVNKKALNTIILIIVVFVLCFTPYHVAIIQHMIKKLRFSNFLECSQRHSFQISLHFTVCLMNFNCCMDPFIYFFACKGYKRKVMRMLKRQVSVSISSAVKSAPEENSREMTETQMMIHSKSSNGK
APJ ag = agonists of human APJ apelin receptor | P35414 | CHO-K1 APJ PathHunter beta-arrestin, luminescence; 0% DMSO wells, 100% apelin | activation, % at 20 µM | actives 0.11% (n = 330,000) | AID 2520;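 active = activation more than six SD over the plate average, tested at 20 µM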;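 note: 0% = DMSO alone and 100% = apelin-13 at 10 nM; some results filed as inactive read as strong as hits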
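Test system – PathHunter CHO-K1 APJ (AGTRL-1) beta-arrestin reporter cells · Input – 1000 cells/well · Compound – single test compound dose, 20 µM final, 1% DMSO · Times – compound stimulation 90 min at 25 °C, detection 60 min · Technique – beta-gal luminescence · Read-out basis – APJ–arrestin association signal · Control set – negative DMSO alone, positive Apelin-13 at 10 nM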
CHOP UPR activ = apoptotic UPR (CHOP) activation; CHO-CHOP luciferase reporter, luminescence; percent of tunicamycin response over DMSO baseline; AID 449763; activation, % at 10 µM; actives 0.34% (n = 330,000);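 active = at 10 µM dose, activation of 40% or more, normalized to positive control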;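 note: 100% = tunicamycin at 10 µg/mL and 0% = DMSO alone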
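Test system: CHO CHOP reporter cells. Input: 500 CHO-CHOP cells per well. Medium: F12 with 10% FBS. Technique: luciferase luminescence. Measure: percent activation relative to tunicamycin control. Dosing: 10 µM compound, 0.5% DMSO. Timing: 16-18 h cell attachment, then 6 h compound exposure, 37 °C.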
CCR6 antag = antagonists of human CCR6 receptor. inhibition, % at 20 µM. P51684. actives 0.49% (n = 340,000). AID 493098. CHO-K1 CCR6 PathHunter beta-arrestin, luminescence, CCL20-stimulated;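 active = compounds whose inhibition of the agonist-driven luminescence signal at 20 µM reaches about 50%, limit read from the data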;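 note: cells stimulated with CCL20 at 14 nM final; plate controls were DMSO with CCL20 for no effect and DMSO without agonist for full effect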
CXCR6 block = CXCR6 (human) receptor inhibition; O00574; CHO-K1 PathHunter CXCR6 beta-arrestin, luminescence; inhibition, % at 20 µM; actives 0.36% (n = 360,000); in the data active = inhibition above about 34%, passing the limit was not always enough;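 note: antagonist mode with CXCL16 agonist at 10 nM final; 0% = 10 nM CXCL16 with DMSO and 100% = unstimulated wells without agonist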
An asterisk follows results filed as active; . = not tested or not shown; & = joins results of further samples.

Compound	tim23-1 inh	APJ antag	XBP1 UPR activ	Mdm2-MdmX inh	EBI2 block	APJ ag	CHOP UPR activ	CCR6 antag	CXCR6 block
Cc1ccc(N=Nc2c(N)[nH]n3c(=O)cc(-c4ccccc4)nc23)cc1	34	26	2	50	3	-6	1.2	44	32
COc1ccc(C(CNC(=O)c2oc3cc(C)c(Cl)cc3c2C)N2CCCCC2)cc1 (stereo unspecified)	27	13	-2	82*	-3	-1	4.1	27	11
CC(=O)Oc1ccc2c(c1)C(=O)c1ccccc1C2=O	50*	11	4	-6	-2	-4	2.9	27	19
O=C(O)CCc1ccc(-c2ccc(Br)cc2)n1NC(=O)c1ccc([N+](=O)[O-])cc1	12	-43	-3	1	1	7	2.8	-1	-18
CC1CCCCN1C(=O)c1cnn2c(C(F)(F)F)cc(-c3ccco3)nc12 (stereo unspecified)	-7	9	-4	3	-7	-2	-1.1	-2	5
CCN(CC)S(=O)(=O)c1ccc2oc(SCC(=O)Nc3cc(C)on3)nc2c1	11	43*	1	55*	6	-10	-0.2	.	12
CCOC(=O)c1c(NC(=O)CSc2nnc(CNc3ccc(OC)cc3)n2C)sc(C)c1C	33	2	-1	21	16	2	2.4	-10	14
Cc1cccn2c(=O)c(/C=C3\SC(=S)N(CC(C)C)C3=O)c(NCCCOC(C)C)nc12	5	17	0	3	31	-4	-0.3	23	2
C/C(=N/Nc1nc(C)c(C)s1)c1cccc([N+](=O)[O-])c1	23	3	1	-19	14	2	2.1	4	0
CC1CCC(NCCNC(=O)c2ccco2)CC1 (stereo unspecified)	-13	-5	0	0	-10	-4	3.3	4	9
O=C(Nc1ccc(Oc2ccccc2)nc1)C1CCCCN1Cc1cccc(O)c1 (stereo unspecified)	13	-18	-4	0	93*	-4	0.4	6	0
COc1ccc(NC(=O)Nc2cccc3c2O[C@H](CN(C)C(=O)Nc2ccc4c(c2)OCO4)[C@@H](C)CN([C@H](C)CO)C3=O)cc1	-1	5	-4	6	-6	1	2.3	7	-4
CCOc1ccc(N2CC(C(=O)NCc3ccc4c(c3)OCO4)CC2=O)cc1 (stereo unspecified)	-1	-3	-3	9	4	-3	-1.7	-5	-3
COC(=O)c1c(C)[nH]c(C)c1-c1ccc(C)cc1	14	5	-3	40	0	-5	-4.4	15	0
COc1ccc(CNC(=O)Cn2ccc([N+](=O)[O-])n2)cc1OC	13	8	0	-1	1	-6	6.2	-4	-5
CCN1C(=O)C(NC(C)=O)c2cc(Br)ccc21 (stereo unspecified)	3	10	-4	19	-1	-4	1.2	2	0
O=C(c1ccc([N+](=O)[O-])cc1)N1CCN(C2=NS(=O)(=O)c3ccccc32)CC1	16	-31	-4	2	3	-3	0.4	-15	-2
O=[N+]([O-])c1ccccc1N/N=C\c1ccccc1Cl	3	2	-1	-128	-12	-3	3.7	16	0
COc1ccc(S(=O)(=O)N2CCOCC2)cc1NC(=O)COc1cccnc1[N+](=O)[O-]	-17	-1	-1	-3	14	-3	1.4	9	-8
CCOc1ccccc1CN1CCNC(=O)C1CC(=O)N(C)CCc1ccccn1 (stereo unspecified)	-5	-2	-2	12	-18	-1	-0.1	-8	-2
COc1ccc(N(C)S(=O)(=O)c2cccc(C(=O)NC3=NCCS3)c2)cc1	12	15	-5	1	-2	-2	-0.8	-12	7
O=C(CN1CCN(C/C=C/c2ccccc2)CC1)NCc1ccccc1	12	3	-4	1	-4	-2	-1.9	3	4
CC1=NNC(=O)C1C(c1ccccc1)C1C(=O)NN=C1C (stereo unspecified)	25	8	2	-5	.	-3	-0.1	.	.
Cc1ccc(NC(=O)CCN2CCN(C/C=C/c3ccccc3)CC2)cc1C	-5	-5	1	14	4	-5	0.7	20	-2
COc1ccc(C(=O)Nc2ccccc2N2CCN(C(=O)C(C)C)CC2)cc1Cl	-1	9	1	29	-1	-3	0.2	17	-5
O=C(N/N=C/c1ccc(OCC(=O)N2CCCCC2)cc1)c1ccccc1O	-4	8	-1	-45	1	8	0.5	8	0
CC(C)=CC(=O)Nc1ccc(OCc2ccccc2)cc1	35	3	0	-20	-6	-2	3.7	-6	-5
COc1cccc(CC(=O)NC2CCSc3ccccc32)c1 (stereo unspecified)	17	0	-2	-11	4	-3	-0.6	18	-7
CC(OC(=O)c1ccco1)C(=O)NC1CCCCC1 (stereo unspecified)	9	1	1	-2	-27	-5	1.4	-3	-1
COC(C(=O)Nc1ccc(S(=O)(=O)Nc2cccc3ccccc23)cc1)c1ccccc1 (stereo unspecified)	23	6	-1	7	0	-2	1.0	-5	-1
CC(=O)Oc1c(C)c(OC(C)=O)c2c(c1C(C)=O)OC1CC(=O)C(C(C)=O)=C(O)C21C (stereo unspecified)	19	14	-3	1	1	-1	1.0	-3	6
O=C(c1ccc2c(c1)OCO2)N1CCCc2ccccc21	12	6	-3	17	3	-5	-0.1	-1	-5
O=C(c1ccccc1Br)N1CCN(c2ncccn2)CC1	11	7	-2	8	-11	-1	-0.2	-3	5
COc1cc(NC(=O)c2ccccc2)c(OC)cc1NC(=O)CN1CCOCC1	14	-8	-2	20	-5	-3	0.1	-24	-7
Cn1c(=O)c2c(ncn2Cc2ccc(Cl)cc2)n(C)c1=O	11	-25	-1	25	-6	-2	-1.3	-7	-3
O=C(CNC(=O)c1cccs1)c1ccc(F)cc1	1	-17	-5	-33	-5	5	-2.8	8	7
CC(C)NC(=O)CSc1nccc(-c2cccs2)n1	8	-3	1	-11	2	2	0.8	-1	3
CCN(CC)c1ccc(NC(=O)COC(=O)c2ccc3ccccc3n2)cc1	18	-3	-1	9	-2	0	1.1	-6	-8
CCN(c1ccc(OC)cc1)S(=O)(=O)c1ccc(-c2cc(C)no2)s1	14	0	-3	57*	9	-2	1.2	20	10
CC1CC(C)CN(c2ccc([N+](=O)[O-])nc2)C1 (stereo unspecified)	15	-2	5	9	21	0	0.6	20	8

Some of the entries so far, with two lines to a compound.
Every second line gives: tim23-1 inh	APJ antag	XBP1 UPR activ	Mdm2-MdmX inh	EBI2 block	APJ ag	CHOP UPR activ	CCR6 antag	CXCR6 block
CC(C)NC(=O)CSc1nccc(-c2cccs2)n1
→ 8	-3	1	-11	2	2	0.8	-1	3
CCN(CC)c1ccc(NC(=O)COC(=O)c2ccc3ccccc3n2)cc1
→ 18	-3	-1	9	-2	0	1.1	-6	-8

Remaining list, next part.
Compound	tim23-1 inh	APJ antag	XBP1 UPR activ	Mdm2-MdmX inh	EBI2 block	APJ ag	CHOP UPR activ	CCR6 antag	CXCR6 block
CC(O)c1nc2ccccc2n1Cc1ccc([N+](=O)[O-])cc1 (stereo unspecified)	-5	3	1	8	-1	0	-1.0	-5	-1
CCOc1ccc(OCCC(=O)OCC(=O)Nc2cc(OCC)c(N3CCOCC3)cc2OCC)cc1	49	12	2	50*	3	3	9.1	4	5
CCn1c(-c2cccnc2Cl)nc2ccccc21	5	12	3	9	4	-1	1.8	-2	-3
CCN1CCCc2cc(CN(CCN3CCOCC3)C(=S)Nc3ccc(OC)cc3)ccc21	3	12	-2	14	12	0	0.9	10	2
CCOc1ccccc1CN1C(=O)NC(C)(c2ccccc2)C1=O (stereo unspecified)	9	5	-1	9	0	-8	1.0	12	1
COc1ccccc1C(=O)O/N=C(\N)c1ccc(Cl)cc1	64*	-46	4	-18	0	8	3.5	-14	-20
Cc1ccc(S(=O)(=O)N(Cc2ccccc2Cl)C(=O)N2CCN(C)CC2)cc1	-11	-8	-1	-27	-10	-3	-0.6	6	9
CCn1c(CC(=O)Nc2cccc(Cl)c2Cl)nnc1SCCOc1ccc(OC)cc1	12	-3	-3	-4	-3	-2	2.6	0	-5
COCCN(C(=O)COC(=O)CSc1ccc(Cl)cc1)c1c(N)n(Cc2ccccc2)c(=O)[nH]c1=O	4	13	1	17	7	-3	1.5	7	4
Cc1cc(C)c(S(=O)(=O)N2CCCOC2CNC(=O)C(=O)NCc2ccco2)c(C)c1 (stereo unspecified)	12	-12	0	13	-5	-3	-0.2	-18	-4
O=C1CC(c2ccccc2)CC(O)=C1C=Nc1ccccc1Cl (stereo unspecified)	11	-3	5	18	6	-2	13	6	3
COc1ccc(CN2CCOC2=O)cc1OC	7	-23	-1	-6	0	-6	0.3	7	-2
Cc1ccc(NC(=O)CSCC(=O)Nc2cc(Cl)ccc2N2CCOCC2)cc1	21	18	3	19	2	-5	-0.6	14	-3
COc1ccc(CN2CCN(C3CCC3)CC2CCO)c(F)c1 (stereo unspecified)	-18	-3	-1	34	5	-2	1.0	-10	0
O=C(NCCCO)c1cc2ccccc2[nH]1	-7	-7	0	16	2	-3	0.2	1	0
O=C(Nc1ccccc1C(=O)N1CCOCC1)c1ccc(CSc2ccccc2)cc1	14	8	0	-4	11	-2	-0.2	12	-19
O=S(=O)(c1ccccc1)N1CCN(C(=S)NCCc2ccccc2)CC1	39	-1	-7	15	15	3	0.7	1	1
Cc1cc(NC(=O)CCC(=O)N(CC(=O)NC2CCCC2)c2ccc(Cl)c(Cl)c2)no1	-3	5	-2	17	-7	-1	-1.7	24	0
CN(C)C(CNC(=O)c1cc(Br)ccc1Cl)c1ccco1 (stereo unspecified)	4	2	9	12	-5	-3	0.9	10	7
NS(=O)(=O)c1ccc(NC(=O)CSc2ncn[nH]2)cc1	5	-4	-3	-18	9	-3	0.5	-3	-2
CC1CN(C(=O)c2cccc(COc3ccc(Br)cc3)c2)CC(C)O1 (stereo unspecified)	20	-1	-3	-10	6	-3	2.6	16	3
CC(C)CCC(C(=O)O)C(C)CC(=O)NNC(=O)c1ccco1 (stereo unspecified)	6&6	-24&-4	-2&0	18&16	1&-8	0&-1	0.0&0.9	1&2	5&-4
O=C(O)Cn1c(SCc2cccc3ccccc23)nc2ccccc21	19	-2	-1	-16	1	2	1.5	9	2
CCCCNC(=O)c1c(O)c2cccc3c2n(c1=O)CCC3	-11	8	2	8	18	-1	-1.5	18	-14
COc1ccc2c(c1O)C(=O)c1ccccc1C2=O	15	-107	2	-3	.	2	4.6	.	.
Cc1[nH]c(=O)[nH]c(=O)c1S(=O)(=O)N1CCC(C(=O)NC(C)c2ccccc2)CC1 (stereo unspecified)	8	-7	-2	25	-12	-2	0.8	1	8
Oc1ccccc1N=Cc1c(O)ccc2oc3c(c12)CCCC3	52*	-2	-3	52*	-4	2	-0.9	5	-6
C=C(C)Cn1c(CCNC(=O)C(C)(C)C)nc2ccccc21	13	-1	-1	19	-2	4	1.4	4	8
C/C(=N/O)c1ccccn1	5	9	-2	7	-2	-4	0.9	-2	-8

A portion of the library; count on the stated rates, not on these rows.
